Screens deposited in PubChem by National Center for Advancing Translational Sciences (NCATS).
Mm-Cpn inhibitor: Inhibitors of TCP-1 ring complex (TRiC) of Methanococcus maripaludis (MmCpn): qHTS; purified Mm-Cpn ATPase, ADP Transcreener TR-FRET; Potency, µM (titrated, usually from 76.9 µM), for the others: at the top dose activity, negative = inhibition, hits mostly inhibitors; hit rate 0.031% among 330,000; AID 504842, 2011; also: potency is read from the fitted curve at half-maximal effect; % is scaled to controls: 0 for no effect and ±100 for the full control effect; nearly all actives have a fitted effect of over 80% in size
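Quantitative HTS used 25 nM Mm-CPN and 10 uM ATP in magnesium/KCl Tris buffer, pH 7.4, with 1 mM DTT. Hydrolysis ran 30 min at 37°C; ADP was read by HTRF.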
A549 tox: Nrf2 qHTS screen for inhibitors: counterscreen for cytotoxicity | hit rate 0.16% among 390,000 | A549 ARE-Fluc cells, CellTiter-Fluor viability, 18-24 h | Potency, µM (series often up to 46 µM), inactives show top-dose activity change, negative = cytotoxicity, usual class: inhibitors; also: potency is read from the fitted curve at half-maximal effect; % is scaled to controls: 0 for no effect and ±100 for the full control effect
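Cytotoxicity counterscreen: CellTiter-Fluor fluorescence was measured in A549 ARE_Fluc cells after 18-24 h of compound exposure in a concentration series. The subsequent BugLite luminescent read reports ARE-luciferase activity.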
Nrf2 block: Nrf2 qHTS screen for inhibitors; hit rate 2.1% among 360,000; A549 ARE-Fluc reporter, luciferase luminescence, 18-24 h; AID 504444, 2011; Potency, µM (series often up to 46 µM), for inactives: at the highest dose activity change, negative = inhibition, hits mostly inhibitors; also: potency is read from the fitted curve at half-maximal effect; % is scaled to controls: 0 for no effect and ±100 for the full control effect; nearly all actives have a fitted effect of over 60% in size
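A549 ARE_Fluc cells (5000/well, 5% FBS OPTI-MEM) pre-incubated 2 h, then treated with compounds 18-24 h at 37C/5% CO2 in concentration-response. CellTiter-Fluor viability read first; BugLite luciferase luminescence after 15 min at room temperature gives Nrf2 activity.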
HepG2 viability: qHTS for Inhibitors of TGF-b: Cytotox Counterscreen. HepG2 CAGA-GFP viability, ATP luminescence, 18 h. Potency, µM (titrated, usually from 46.1 µM), inactives show at the highest dose activity change, negative = cytotoxicity, usual class: cytotoxic. hit rate 0.76% among 410,000. AID 588856, 2011; also: potency is read from the fitted curve at half-maximal effect; some results filed as inactive show a strong effect at the top dose
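HepG2 CAGA-GFP cells (1000/well, DMEM with 1% FBS) received compound, then TGF-beta at 500 pg/mL final, and were incubated 18 hours at 37 degrees C. Viability was read by CellTiter-Glo luminescence. Media-only wells were set as complete cell-killing and DMSO as no toxicity.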
pAkt inh: HTS Assay for Inhibitors of Akt Phophorylation: Primary Screen; Neuro2A IGF-stimulated pAkt S473 HTRF, 20 min; stronger effect = lower value; activity change, % for hits at 50 µM; hit rate 0.32% among 360,000; AID 651550, 2012; in the data active = activity change below about -80%; inconclusive = mostly about -51% to -80%; also: % is scaled to controls: 0 for no effect and ±100 for the full control effect
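Neuro2A cells in DMEM with 0.5% FBS, overnight at 37 deg C, given compound at single 50 µM final, then IGF (6 nM final) for 20 min at 37 deg C. Lysed; phospho-Akt Ser473 by HTRF after 24 h, 665/615 ratio.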
TGFb SMAD3 inh: qHTS for Inhibitors of TGF-b. HepG2 CAGA-GFP TGF-b/SMAD3 reporter, GFP fluorescence, 18 h; TGF-beta stimulated, 500 pg/mL final. Potency, µM (highest dose often 46.1 µM), for the others: at the top dose activity, negative = inhibition, hits mostly inhibitors. hit rate 1.2% among 410,000; also: potency is read from the fitted curve at half-maximal effect; % is scaled to controls: 0 for no effect and ±100 for the full control effect; nearly all actives have a fitted effect of over 65% in size
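HEPG2 CAGA-GFP reporter cells (1000/well, DMEM with 1% FBS) received compounds, then recombinant TGF-beta at 500 pg/mL final for 18 hours at 37 degrees C. Per-cell GFP summed per well was normalised to unstimulated and stimulated DMSO controls before curve fitting.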
CCT chaperon mod: High-Throughput Screening for Modulators of Cytosolic Chaperonin Activity. activity change, % (test concentration not listed), hits read low. hit rate 0.3% among 360,000. AID 651819, 2012. purified chaperonin ATPase assay, HTRF ADP detection, 30 min; in the data active = activity change below about -30%; also: % is scaled to controls: 0 for no effect and ±100 for the full control effect
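ATPase activity: ADP formed was measured by HTRF Transcreener (665/615 nm ratio) after 30 min at 37 deg C with 10 uM ATP. Compounds screened at one 76 uM concentration against 40 or 20 nM TRiC in Tris pH 7.4/KCl/MgCl2/DTT buffer.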
Nrf2 activator: qHTS of Nrf2 Activators | AREc32 ARE-luciferase reporter (MCF7-derived line), luminescence, 24 h | Potency, µM (series often up to 46.1 µM), for inactives: top-dose activation, hits mostly activators | hit rate 0.31% among 410,000 | AID 624171, 2012; also: potency is read from the fitted curve at half-maximal effect; % of control where 0% means no effect; nearly all actives have a fitted effect of over 65% in size
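Each well held 1000 AREc32 cells, which were incubated with compound for 24 hr at 37 deg C after overnight attachment, and ARE reporter activity was quantified by firefly luciferase luminescence.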
S2 tox: Viability Counterscreen for Primary qHTS for Inhibitors of ATXN expression. AID 651635, 2014. Potency, µM (doses to about 56.7 µM), hits mostly cytotoxic. S2 cells (HEK-293 line with an ATXN2-luciferase reporter) viability, CellTiter-Fluor protease fluorescence, 24 h. hit rate 0.49% among 400,000; also: potency is read from the fitted curve at half-maximal effect; nearly all actives have a fitted effect of over 40% in size
Starred values were filed as active, the others as inactive; [ ] = another dose, or the depositor's remark. Unless noted, calls follow the shape of the dose curve; as a rule, active = well fitted curve in the direction sought with a large enough effect; inconclusive = small, poorly fitted or top-dose-only effect, or another doubt; inactive = no such curve, though single readings can be large; an effect the other way counts as inactive or inconclusive.

`CCc1ccc(NC(=O)C2CCCN(S(=O)(=O)c3ccc4c(c3)oc(=O)n4C)C2)cc1` (stereo not drawn) gave A549 tox 1%, Nrf2 block -1%, HepG2 viability -6%, TGFb SMAD3 inh -18%, Nrf2 activator -1.3% and S2 tox inactive.
For Cc1ccc(S(=O)(=O)SCCCSS(=O)(=O)c2ccc(C)cc2)cc1 the results were A549 tox 0%, Nrf2 block 15%, HepG2 viability -60%, pAkt inh inactive, TGFb SMAD3 inh 0%, CCT chaperon mod 1.1, Nrf2 activator 2.7% and S2 tox inconclusive.
Screening O=C(NCC1CC1)C1(C(F)(F)F)C/C(=C\CCO)CCCO1 (stereo not drawn) returned A549 tox 0%, Nrf2 block 20%, HepG2 viability 2% and TGFb SMAD3 inh -11%.
Screening COc1cc(C(O)P(=O)(OCC(C)C)c2ccc(N(C)C)cc2)cc(OC)c1OC (stereo not drawn) returned Mm-Cpn inhibitor 0%, A549 tox -5%, Nrf2 block 3%, HepG2 viability 7%, pAkt inh inactive, TGFb SMAD3 inh 6%, CCT chaperon mod 0.7, Nrf2 activator 0.4% and S2 tox inactive.
For CC(C)COc1ccc(C(=O)N/C(=C/c2cccc([N+](=O)[O-])c2)C(=O)O)cc1 the results were Mm-Cpn inhibitor -3%, A549 tox 0%, Nrf2 block 2%, HepG2 viability 1%, pAkt inh inactive, TGFb SMAD3 inh -6%, CCT chaperon mod -0.9, Nrf2 activator -0.2% and S2 tox inactive.
COC(=O)CS(=O)(=O)c1ccc(C)cc1 was read as Mm-Cpn inhibitor -2%, A549 tox 4%, Nrf2 block 0%, HepG2 viability 0%, pAkt inh inactive, TGFb SMAD3 inh 12%, CCT chaperon mod -1.7, Nrf2 activator -0.8% and S2 tox inactive.
`COc1ccc(OC)c(CNC(=O)c2ccc(NC(=O)c3nsc4ccccc34)cc2)c1` gave A549 tox inconclusive, HepG2 viability -32%, TGFb SMAD3 inh 5%, Nrf2 activator 1.1% and S2 tox inactive.
Screening COc1cc(S(=O)(=O)N2CCOCC2)ccc1NC(=O)COC(=O)CC12CC3CC(CC(C3)C1)C2 returned Mm-Cpn inhibitor -1%, A549 tox 2%, Nrf2 block inconclusive, HepG2 viability 8%, pAkt inh inactive, TGFb SMAD3 inh inconclusive, CCT chaperon mod 1.9, Nrf2 activator 0.3% and S2 tox inactive.
`CC(=O)N1CCC(N(CCN2CCOCC2)C(=S)Nc2c(C)cccc2C)CC1` gave Mm-Cpn inhibitor inconclusive, A549 tox -1%, Nrf2 block -6%, HepG2 viability 17%, pAkt inh inactive, TGFb SMAD3 inh 19%, CCT chaperon mod -35*, Nrf2 activator -0.3%[9.22 µM] and S2 tox inconclusive.
O=C(NNC(=O)c1cc2ccccc2o1)c1ccc(F)cc1 was read as Mm-Cpn inhibitor 0%, A549 tox 1%, Nrf2 block 5%, HepG2 viability 1%, pAkt inh inactive, TGFb SMAD3 inh 6%, CCT chaperon mod -0.9, Nrf2 activator -0.5% and S2 tox inactive.
For Cc1cc(C)nc(N/N=C/c2c[nH]c3ccccc23)n1 the results were Mm-Cpn inhibitor -10%, A549 tox -1%, Nrf2 block inconclusive, HepG2 viability -13%, pAkt inh inactive, TGFb SMAD3 inh 1%, CCT chaperon mod -17, Nrf2 activator 11% and S2 tox inactive.
Screening COc1ccccc1N(CC(=O)Nc1ccc(C)cc1Cl)S(=O)(=O)c1cccs1 returned Mm-Cpn inhibitor 0%, A549 tox -8%, Nrf2 block inconclusive, HepG2 viability 4%, pAkt inh inactive, TGFb SMAD3 inh 1%, CCT chaperon mod -3.7, Nrf2 activator 6.9% and S2 tox inactive.
`O=C(COc1cccc2c1CCN(Cc1ccccc1F)C2=O)N1CCCCC1` gave Mm-Cpn inhibitor -1%, A549 tox 1%, Nrf2 block inconclusive, HepG2 viability 8%, pAkt inh inactive, TGFb SMAD3 inh -28%, CCT chaperon mod 0.5, Nrf2 activator -0.8% and S2 tox inactive.
O=[N+]([O-])c1ccccc1S(=O)(=O)NC1CCCCCCC1 was read as Mm-Cpn inhibitor 1%, A549 tox 2%, Nrf2 block inconclusive, HepG2 viability -14%, pAkt inh inactive, TGFb SMAD3 inh -17%, CCT chaperon mod 2.0, Nrf2 activator 1.8% and S2 tox inactive.
For O=C(Nc1ccc2c(c1)CCC2)C1CCCO1 (stereo not drawn) the results were Mm-Cpn inhibitor -1%, A549 tox -5%, HepG2 viability 3%, pAkt inh inactive, TGFb SMAD3 inh -6%, CCT chaperon mod 1.0, Nrf2 activator -0.3% and S2 tox inactive.

The closing two compounds of the section before come first, to join the parts:
O=[N+]([O-])c1ccccc1S(=O)(=O)NC1CCCCCCC1 was read as Mm-Cpn inhibitor 1%, A549 tox 2%, Nrf2 block inconclusive, HepG2 viability -14%, pAkt inh inactive, TGFb SMAD3 inh -17%, CCT chaperon mod 2.0, Nrf2 activator 1.8% and S2 tox inactive.
For O=C(Nc1ccc2c(c1)CCC2)C1CCCO1 (stereo not drawn) the results were Mm-Cpn inhibitor -1%, A549 tox -5%, HepG2 viability 3%, pAkt inh inactive, TGFb SMAD3 inh -6%, CCT chaperon mod 1.0, Nrf2 activator -0.3% and S2 tox inactive.
For Cc1ccc(NC(=O)CSc2nnc3scc(-c4ccccc4)n23)cc1 the results were A549 tox -2%, Nrf2 block -20%, HepG2 viability -26%, TGFb SMAD3 inh 5%, Nrf2 activator 8.1% and S2 tox inactive.
Screening COc1ccc(/C(C)=N/Nc2nc3ccccc3nc2C)cc1OC returned Mm-Cpn inhibitor -5%, A549 tox -13%, Nrf2 block 2%, HepG2 viability -6%, pAkt inh inactive, TGFb SMAD3 inh -31%, CCT chaperon mod 1.7, Nrf2 activator 4.3% and S2 tox inconclusive.
CC1CCN(CC(O)COC2CC(C)CCC2C(C)C)CC1 (stereo not drawn) was read as Mm-Cpn inhibitor -2%, A549 tox -9%, Nrf2 block 11%, HepG2 viability -24%, pAkt inh inactive, TGFb SMAD3 inh -14%, CCT chaperon mod -3.0, Nrf2 activator -0.1% and S2 tox inactive.
For CCC(C)C(NC(=O)OC(C)(C)C)C(=O)NC1COC2CC(n3ccc(NC(C)=O)nc3=O)OC12 (stereo not drawn) the results were A549 tox -2%, Nrf2 block 1%, HepG2 viability 5% and TGFb SMAD3 inh -6%.
Screening Cn1nc(-c2ccccc2)c(CSc2cccc(Cl)c2)c1Cl returned Mm-Cpn inhibitor 0%, A549 tox 0%, Nrf2 block -18%, HepG2 viability -38%, pAkt inh inactive, TGFb SMAD3 inh -1%, CCT chaperon mod 0.3, Nrf2 activator -0.5% and S2 tox inactive.
COc1ccc(C)cc1N(CC(=O)NCCSCc1cccc(Cl)c1)S(C)(=O)=O was read as Mm-Cpn inhibitor 0%, A549 tox -7%, Nrf2 block -26%, HepG2 viability 1%, pAkt inh inactive, TGFb SMAD3 inh 5%, CCT chaperon mod 3.2, Nrf2 activator 0.5% and S2 tox inactive.
Screening Cc1cc(C(F)(F)F)n(-c2ccc(N)cc2)n1 returned Mm-Cpn inhibitor 2%, A549 tox 4%, Nrf2 block 4%, HepG2 viability 62%, pAkt inh inactive, TGFb SMAD3 inh -13%, CCT chaperon mod -1.8, Nrf2 activator -0.3% and S2 tox inactive.
For O=C1OC(/C(=C\NCc2ccccc2)[N+](=O)[O-])c2ccccc21 (stereo not drawn) the results were Mm-Cpn inhibitor 1%, A549 tox 1%, Nrf2 block 7%, HepG2 viability -18%, pAkt inh inactive, TGFb SMAD3 inh -18%, CCT chaperon mod -3.2, Nrf2 activator inconclusive and S2 tox inactive.
Screening Cc1onc(-c2c(Cl)cccc2Cl)c1NC(=O)N1CCSCC1 returned Mm-Cpn inhibitor inconclusive, A549 tox -2%, Nrf2 block 5%, HepG2 viability 10%, pAkt inh inactive, TGFb SMAD3 inh 1%, CCT chaperon mod -1.0, Nrf2 activator 0.1% and S2 tox inactive.
For C=CCn1c(O)c(N=Nc2ccccc2O)c2ccccc21 the results were Mm-Cpn inhibitor 0%, A549 tox -19%, Nrf2 block 4%, HepG2 viability -52%, pAkt inh inactive, TGFb SMAD3 inh inconclusive, CCT chaperon mod 0.9, Nrf2 activator inconclusive and S2 tox inactive.
For COc1cc(OC)cc(C(=O)Nc2c(C(=O)Nc3ccc(F)cc3)oc3ccccc23)c1 the results were A549 tox -1%, Nrf2 block -8%, HepG2 viability -1%, TGFb SMAD3 inh -6%, Nrf2 activator -1.5% and S2 tox inconclusive.
Screening O=C1NC(=O)C2(CCCCCCCCCCC2)N1 returned Mm-Cpn inhibitor -2%, A549 tox -1%, Nrf2 block -4%, HepG2 viability -4%, pAkt inh inactive, TGFb SMAD3 inh 9%, CCT chaperon mod 1.3, Nrf2 activator -0.6% and S2 tox inactive.
For CCOC(=O)c1sc(=S)n(-c2cc(OC)ccc2OC)c1N the results were Mm-Cpn inhibitor -1%, A549 tox 2%, HepG2 viability 15%, pAkt inh inactive, TGFb SMAD3 inh 8%, CCT chaperon mod 0.7, Nrf2 activator -0.1% and S2 tox inactive.
Screening COc1ccc(C)cc1NC(=O)C(Sc1nnc(-c2ccncc2)n1-c1ccc(Cl)cc1)c1ccccc1 (stereo not drawn) returned Mm-Cpn inhibitor 0%, A549 tox -1%, Nrf2 block 26µM*, HepG2 viability -19%, pAkt inh inactive, TGFb SMAD3 inh inconclusive, CCT chaperon mod -1.8, Nrf2 activator 3.8% and S2 tox inactive.
